# hIAP act: increases human intestinal alkaline phosphatase activity | P09923 | purified human IAP, CDP-Star luminescence, 30 min; stronger effect = higher value; 1 = vehicle-only enzyme, 0 = enzyme-free background | activation factor at 10 µM | 0.16% of 330,000 active;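 active means activation factor of the enzyme at least 2-fold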; further: the source names both 10 and 20 µM as test concentration; values of inactives mirror those of a sister screen read the other way
# MPTP inh: inhibitors of mitochondrial permeability transition pore; 1.4% of 360,000 active; inhibition, % at 10 µM; isolated mouse mitochondria, Ca2+ swelling absorbance, 30 min; AID 602449;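 active means inhibition of 50% or more, scaled per plate between neutral and stimulator controls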;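 further: 0% = DMSO wells given calcium and 100% = 1 mM EGTA wells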
# mIAP activ: increases mouse intestinal alkaline phosphatase activity | muIAP, CDP-Star luminescence, 30 min; stronger effect = higher value; 1 = vehicle-only enzyme signal, 0 = enzyme-free wells | 0.24% of 330,000 active | AID 2805 | activation factor at 10 µM;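 active means activation factor of at least 2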; further: the source names both 10 and 20 µM as test concentration; values of inactives mirror those of a sister screen read the other way
#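 Assay system: mouse IAP enzyme; reagent: chemiluminescent substrate CDP-Star; dosing: test compounds delivered from DMSO solution; schedule: 30 min at room temperature; measured by: luminescence from enzymatic CDP-Star hydrolysis; controls: DMSO-only wells and no-enzyme negative control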
# A3A deaminase: human APOBEC3A DNA deaminase inhibition | recombinant A3A, FAM/TAMRA ssDNA deamination fluorescence | inhibition, % at 20 µM | 0.41% of 330,000 active;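 active means at least 40% inhibition at 20 µM here, with at most 30% in a related deaminase screen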;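 further: plate controls were A3A with DMSO for no effect and wells lacking A3A enzyme for full effect; some results filed as inactive read as strong as hits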
# Target sequence (P31941 whole entry, looked up): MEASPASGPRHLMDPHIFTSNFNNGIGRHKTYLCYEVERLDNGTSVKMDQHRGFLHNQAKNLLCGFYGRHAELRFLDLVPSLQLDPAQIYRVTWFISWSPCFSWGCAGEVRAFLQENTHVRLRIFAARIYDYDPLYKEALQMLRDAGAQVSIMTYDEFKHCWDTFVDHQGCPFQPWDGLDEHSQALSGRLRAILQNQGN
# hIAP inh: human IAP inhibition; AID 2544; 0.12% of 330,000 active; P09923; inhibition, % at 10 µM; purified IAP, CDP-Star luminescence, 30 min;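 active means inhibition reaching a set limit with compound at 10 µM in the primary screen, cut at about 35% in these data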;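 further: plate controls were DMSO wells with enzyme for no effect and no-enzyme buffer wells for full effect; values of inactives mirror those of a sister screen read the other way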
# MIN6 prolif: induces beta-cell replication in MIN6 cells | MIN6 cells proliferation, ATPlite luminescence, 48 h; cells starved in 0.2% serum; 100% = growth in 10% serum | proliferation, % at 10 µM | 0.29% of 330,000 active | AID 2380;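 active means compounds whose signal lies at least 3.5 SD above the mean of all wells on their plate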;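 further: 0% = DMSO-treated cells in low-serum medium and 100% = 10% serum control; some compounds called inactive have numbers as strong as hits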
# APOBEC3G inh: inhibitors of human APOBEC3G DNA deaminase; Q9HC16; inhibition, % at 20 µM; 0.28% of 330,000 active; recombinant A3G, ssDNA deamination FAM/TAMRA fluorescence;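 active means inhibition of at least 40% at 20 µM, with no more than 30% in the related APOBEC3A deaminase screen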;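 further: plate controls were DMSO wells with A3G for no effect and wells lacking A3G enzyme for full effect; some compounds called inactive have numbers as strong as hits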
# Target sequence (Q9HC16 whole entry, looked up): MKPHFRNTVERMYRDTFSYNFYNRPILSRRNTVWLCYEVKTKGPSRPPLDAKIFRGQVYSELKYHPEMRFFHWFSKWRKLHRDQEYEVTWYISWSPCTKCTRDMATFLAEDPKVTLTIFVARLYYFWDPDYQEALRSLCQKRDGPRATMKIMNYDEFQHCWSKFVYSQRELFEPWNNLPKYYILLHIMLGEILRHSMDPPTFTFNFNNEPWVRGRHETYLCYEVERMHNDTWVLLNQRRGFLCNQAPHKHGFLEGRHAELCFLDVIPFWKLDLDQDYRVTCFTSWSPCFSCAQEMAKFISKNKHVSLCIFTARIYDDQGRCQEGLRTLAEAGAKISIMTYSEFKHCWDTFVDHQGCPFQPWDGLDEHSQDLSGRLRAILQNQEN
# mIAP block: blocks mouse intestinal alkaline phosphatase | purified mouse IAP, CDP-Star luminescence, 30 min | inhibition, % at 10 µM | 0.2% of 330,000 active | AID 2806;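 active means inhibition of at least 40% at 10 µM in the primary screen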;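 further: plate controls were DMSO with enzyme for no effect and no enzyme wells for full effect; values of inactives mirror those of a sister screen read the other way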
# NR3A LBD binder: NR3A (human) ligand-binding domain modulation | NR3A LBD differential scanning fluorimetry, Tm shift; 0% = protein alone, 100% = glycine-bound protein | Tm shift relative to glycine control, % at 25 µM | 2.5% of 340,000 active | AID 1259313;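 active means melting temperature shift of at least 10% of the positive control shift, at one fixed dose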
# * hit, by the source's call.
SMILES,hIAP act,MPTP inh,mIAP activ,A3A deaminase,hIAP inh,MIN6 prolif,APOBEC3G inh,mIAP block,NR3A LBD binder
Cc1ccc(C(c2nnnn2CCc2ccccc2)N2CCSCC2)cc1 (stereo unspecified),1.2,0.2,1.1,-2,-16,-5,-6,-8,0
O=c1ccnc(Sc2ncccc2[N+](=O)[O-])[nH]1,0.99,-2.0,0.97,-4,1,-1,-5,3,2
O=C(CCc1nc2ccccc2c(=O)[nH]1)NNC(=O)COc1ccc(Br)cc1,1.5,-0.9,0.84,-2,-47,4,-7,16,0
C=CCn1c(COC)nnc1SCC(=O)c1ccc(F)cc1,0.84,-0.7,0.87,-2,16,-2,-10,13,-9
CCOc1ccc(NC(=O)c2cccnc2C(=O)O)cc1,0.97,-0.8,0.97,-1,3,-2,-2,3,0
O=C(Nc1cccc(S(=O)(=O)Nc2ccc(Cl)cc2)c1)c1ccc(Cl)nc1,0.97,92*,0.95,-1,3,-6,1,5,21*
CCOc1ccc(-c2c(=O)n(OCC)c3ccccc3[n+]2[O-])cc1,1,-0.8,1,2,0,-3,-3,-1,3
COCCN(C(=O)C1CC1)c1nnc(-c2cccc(C)c2)s1,0.98,0.1,1.2,-4,2,0,-7,-15,4
O=C1CN(c2nc(-c3ccccc3)c3ccccc3n2)c2ccccc2N1,0.95,-4.4,0.92,-2,5,0,-6,8,-28
COc1ccc(C(=O)Oc2ccc3c(C)cc(=O)oc3c2C(C)=O)cc1,0.99,18,1.1,-3,1,0,-4,-8,2
N#CCC(=O)Nc1ccc(C(=O)NCc2ccccn2)cc1,1,-0.9,1.1,-2,0,-1,-3,-15,0
Cc1cccc(C)c1OCC(O)CN1CCN(c2ccccn2)CC1 (stereo unspecified),1,-1.3,0.93,-4,-5,1,-7,7,1

# Profiles from above. Values in the order: hIAP act | MPTP inh | mIAP activ | A3A deaminase | hIAP inh | MIN6 prolif | APOBEC3G inh | mIAP block | NR3A LBD binder
# Entry for `O=C(CCc1nc2ccccc2c(=O)[nH]1)NNC(=O)COc1ccc(Br)cc1` : 1.5 | -0.9 | 0.84 | -2 | -47 | 4 | -7 | 16 | 0
# Entry for `Cc1ccc(C(c2nnnn2CCc2ccccc2)N2CCSCC2)cc1` (stereo unspecified) : 1.2 | 0.2 | 1.1 | -2 | -16 | -5 | -6 | -8 | 0
# Entry for `COc1ccc(C(=O)Oc2ccc3c(C)cc(=O)oc3c2C(C)=O)cc1` : 0.99 | 18 | 1.1 | -3 | 1 | 0 | -4 | -8 | 2

# Other structures:
SMILES,hIAP act,MPTP inh,mIAP activ,A3A deaminase,hIAP inh,MIN6 prolif,APOBEC3G inh,mIAP block,NR3A LBD binder
CCOC(=O)C1=C(COC(=O)[C@@H](NC(=O)c2cccc(C)c2)C(C)C)NC(=O)NC1C (stereo partly specified),1.2,0.2,1.1,-2,-18,-2,-4,-10,0
Oc1ccc(/C=N/n2c(-c3ccccc3)n[nH]c2=S)cc1Br,0.96,-0.6,1,-1,4,-1,36,0,-2
COc1ccc(C2CC(c3ccccc3)=NN2C(=O)CSc2ncn[nH]2)cc1 (stereo unspecified),1.1,-1.3,0.93,3,-10,2,-11,7,-1
COc1ccccc1NC(=O)C(=O)NCCCN1CCCC1=O,0.97,2.0,0.9,-1,2,2,-9,10,1
CC(C)C(NC(=O)C1CCCCC1)C(=O)NC1=NCCS1 (stereo unspecified),0.98,-0.2,1,3,2,0,-2,-4,0
CC(=O)n1nc2nc(C)cc(C)c2c1N,1.1,-0.5,1,-1,-5,-2,-4,-1,1
COc1ccccc1OCC(=O)NCc1cccs1,0.88,-1.0,0.99,1,12,-3,-3,1,1
CCOc1ccc(NC(=O)C(=O)NCCN2CCN(C(=O)c3ccc(C)cc3)CC2)cc1,1.1,1.0,0.99,-2,-10,-4,-9,1,-2
Nc1ncnc2c1ncn2[C@@H]1O[C@H](CN2CCCS2(=O)=O)[C@@H](O)[C@H]1O,0.96,-1.5,0.97,-3,4,1,-5,3,1
Cn1cccc1C(=O)OCC(=O)NC1CCS(=O)(=O)C1 (stereo unspecified),1,-2.2,1,-1,-3,2,-7,-1,-1
Cc1cccc(NCc2ccc(N(C)C)cc2)n1,1.1,0.8,1,-4,-6,0,-5,-2,1
O=P(c1ccccc1)(c1ccccc1)C(c1ccccn1)P(=O)(c1ccccc1)c1ccccc1,1.4,5.2,1.1,0,-42,-1,-3,-6,-1
CCOc1ccc(NC2=C(OC)C(=O)c3ccccc3C2=O)cc1,1,5.1,0.9,-4,-1,-2,-7,10,-1
CCC(=O)Nc1cccc(NC(=O)c2ccc(Br)cc2)c1,1.1,0.3,0.95,-2,-7,1,-5,5,-18
CCC(CC)C(=O)c1c[nH]c(C(=O)NCc2ccccc2OC)c1,1,0.2,1,-5,-1,3,-9,-2,-1
COc1ccc(CC(=O)N(Cc2ccccc2)c2ccc(C)cc2)cc1S(=O)(=O)N1CCOCC1,0.99,0.8,0.99,-5,0,0,-11,1,1
CC1CCN(S(=O)(=O)c2ccc(C(=O)OCc3ccc4c(c3)OCO4)cc2)CC1,0.89,-3.9,1,6,11,2,-5,-4,0
CCCCCc1nnc(NC(=O)c2cccc(S(=O)(=O)N3CCOCC3)c2)s1,0.97,0.8,1,0,3,-5,-3,-1,0
C=CCOC(=O)c1ccccc1C(=O)OCC=C,0.99,0.9,0.98,-4,1,0,-4,2,1
COC(=O)c1ccccc1N=Nc1c(N)[nH][nH]c1=O,1.1,2.5,1,-3,-7,-1,2,-2,-6
Cc1cc(-c2ccccc2C(=O)NC2CCCCC2)on1,1.1,-2.5,1,1,-7,-1,-1,0,1
O=C(N/N=C/c1ccc2c(c1)OCO2)c1cccc2ccccc12,0.94,-1.1,0.95,0,6,2,-5,5,-1
Cc1ccc(NC(=O)CSc2ccc3nnc(-c4ccccn4)n3n2)cc1,0.88,-2.9,0.95,-3,12,1,-7,5,-1
C(=N\N(Cc1ccccc1)c1ccccc1)/c1cccnc1,1,-2.4,1.1,0,-1,-1,-4,-14,-17
CCOc1ccc(N(CC(=O)NCc2ccco2)C(=O)CCC(=O)Nc2ccccn2)cc1,0.97,1.7,1,0,3,2,1,-3,-1
O=C(NCc1ccc(F)cc1)C(=O)Nc1nc(C23CC4CC(CC(C4)C2)C3)cs1,0.97,11,0.87,-2,3,-3,-1,13,-5
O=c1[nH][nH]c2ccccc2c1=O,1.3,1.6,1.1,8,-27,0,-6,-11,-2
O=C(NCCC1=CCCCC1)C1CCCN(S(=O)(=O)c2ccc(F)cc2)C1 (stereo unspecified),1.1,-0.2,0.94,-8,-11,-5,-6,6,2
COc1ccc(CNC(=O)c2ccc3c(=O)n(-c4ccccc4)c(=O)[nH]c3c2)cc1,0.92,0.2,0.92,-4,8,-2,-8,8,0
CC(C)c1c(O)nc(SCC(=O)N2CCCCC2)[nH]c1=O,0.97,0.3,1,1,3,-1,-2,0,-1
COc1ccc(CSCC(=O)Nc2ccc(S(=O)(=O)N3CCCCCC3)cc2)cc1,1.1,18,1.3,2,-7,0,-1,-34,-1
CC1(C)CC(=O)C/C(=N/NC(=O)COc2ccc(Cl)cc2Cl)C1,0.89,-2.8,1,-2,11,-2,-3,-1,-9
O=C1CSC(c2cccc([N+](=O)[O-])c2)N1Cc1ccccc1 (stereo unspecified),0.91,1.2,0.98,-2,9,1,-3,2,-1
COCCC(=O)N1CCC(Oc2ccc(C(=O)N(C)CCCC3CCCC3)cc2)CC1,1.1,-0.4,1,-1,-10,-6,-2,-3,0
O=C1CC(c2cccc(Cl)c2)c2cc3c(cc2N1)CCC3 (stereo unspecified),1.4,2.2,1.2,-3,-36,-3,3,-17,-47
Cc1ccc(C)c(NC(=O)CCN2CCCC(C)C2)c1 (stereo unspecified),1.1,-0.3,1,-4,-5,-3,-3,-2,-2
Cc1nc2cc(OCc3cc(C(=O)NC(C)c4cn(C)nc4C)no3)ccc2s1 (stereo unspecified),1.1,1.4,0.91,-3,-12,7,-10,9,-4
CC(C)NC(=O)c1ccc(CS(=O)(=O)c2ccc(Br)cc2)o1,1,0.3,0.87,2,0,-2,0,13,-1
Cc1ccc(/C=N/n2c(C)cc(C)c(C#N)c2=O)cc1,1.2,-6.0,1,-2,-16,-2,-1,0,-2
Cc1nc2ccccc2n1C1CCN(CC(=O)Nc2ccccc2Br)CC1,0.98,44,0.93,-2,2,-4,1,7,-5
COc1ccc(C(=O)Nc2ncc3c(n2)-c2ccccc2CC3)cc1,1.5,0.8,0.97,-1,-46,-4,-4,3,-2
CCOC(=O)C(=O)N1CCC(C(=O)OCC)CC1,0.94,1.6,0.98,3,6,-1,14,2,0
CCS(=O)(=O)N1CCC(C(=O)Oc2ccc(C(=O)OC)cc2)CC1,0.87,0.9,1,-1,13,0,-6,-3,-5
COc1cc(C2=NOC(C(=O)NCc3ccc(F)cc3)C2)cc(OC)c1OC (stereo unspecified),0.97,-0.2,0.88,6,3,-1,0,12,0
Cc1ccccc1C(=O)c1cccn1CC(=O)NC(C)c1ccc2c(c1)OCCO2 (stereo unspecified),0.88,0.2,1,0,12,1,-3,-4,1
O=C1CCCC2=C1C(c1ccncc1)n1c(nc3ccccc31)N2 (stereo unspecified),1,-1.1,1,-2,-4,4,-5,-1,2
O=C(O)C1CCN(S(=O)(=O)c2cccc3cccnc23)CC1,0.99,-1.4,1.1,4,1,0,7,-10,-1
C=CCn1c(=NC(=O)c2ccco2)sc2cc(C(=O)OC)ccc21,1.2,-1.7,0.99,-1,-18,-1,-1,1,-2
Clc1ccc(C[n+]2cc(-c3ccccc3)n3c2CCC3)cc1Cl,1.4,0.7,1.2,7,-43,-4,-5,-16,1
O=C(Cc1cccs1)N=Nc1c(O)[nH]c2ccc(Br)cc12,1.3,6.3,0.83,0,-34,1,-6,17,-3
CN1CCC(N(C)C(=O)c2ccc(Cl)c(S(=O)(=O)N3CCOCC3)c2)CC1,1.2,-0.7,0.95,-2,-21,0,-3,5,1
COc1ccc(NC(=O)C(=O)c2cn(CC(=O)N3CCCC3)c3ccccc23)cc1,1.2,-0.9,0.95,-7,-18,-6,-10,5,1
Cc1nc(N2CCC3(CC2)OCCO3)c2nnn(Cc3ccccc3F)c2n1,0.83,-0.1,0.97,-3,17,-1,-4,3,-2
O=[N+]([O-])c1ccc(N=Cc2ccc(Br)c([N+](=O)[O-])c2)cc1,1,-0.9,1.1,1,0,-5,-2,-7,0
CCOC(=O)CSc1n[nH]c(NC(=O)c2ccccc2)n1,0.97,0.9,1,-1,3,0,-7,-3,0
CC(C)CCC(C)N=Cc1c(O)n(Cc2ccccc2)c(=O)c2ccccc12 (stereo unspecified),0.81,-1.3,0.83,2,19,-2,-3,17,-4
COCCn1cnnc1SCC(=O)Nc1cc(OC)c([N+](=O)[O-])cc1C,1,0.2,1,1,-1,1,-12,-1,2
Cc1ccc2oc(=O)c3cc(C(=O)NCCCN4CC(C)CC(C)C4)sc3c2c1 (stereo unspecified),1.2,1.1,0.86,2,-16,-7,0,14,-1
CS(=O)(=O)c1ccc(C(=O)NCC2(N3CCCCC3)CCCCC2)cc1,0.97,6.3,0.99,2,3,-2,4,1,0
Cc1ccc(NC(=O)c2sc3nc(C)nc(N4CCN(c5ccccn5)CC4)c3c2C)c(C)c1,0.8,3.4,0.94,0,20,-4,-10,6,-2
CSc1ccc(-c2nc(CSCC(=O)NCCCN3CCOCC3)c(C)o2)cc1,0.97,1.0,1,-3,3,-3,-4,-4,0
FC(F)(F)c1ccc(-c2csc(-c3ccno3)n2)cc1,0.92,0.6,0.99,-4,8,-3,-9,0,-1

# Screening results as filed in PubChem BioAssay.
